Salmonella PhoP GFP = Inhibition of PhoP regulon, Salmonella typhi GFP reporter cells, confirmation, 4 h (AID 1850); 0.33% of 310,000 active; inhibition, % at 50 µM, or IC50 in µM where a hit was titrated; Salmonella Typhi PhoP-promoter GFP reporter, fluorescence, 4 h; higher % means a stronger effect; in the data active = a potency from the dose series; inconclusive = inhibition mostly from about 25% at the one dose, without a potency; inactive = the rest, 99 in 100 with inhibition below about 19%;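 also: 0% = induced wells with vehicle and 100% = uninduced wells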
VEEV TC-83 Vero = inhibitors of VEEV TC-83 cytopathic effect, confirmation, Vero cells (AID 588727); Vero cells, VEEV TC-83 cytopathic effect inhibition; higher % means a stronger effect; inhibition, % at 20 µM; hits with a dose series show IC50 in µM; 0.13% of 350,000 active; in the data active = a potency from the dose series; inconclusive = inhibition mostly from about 14% at the one dose, without a potency; inactive = the rest, 99 in 100 with inhibition below about 12%; also: strong numbers were not always called active
H37Rv inhibition = M. tuberculosis growth inhibition, HTS (AID 449762); M. tuberculosis H37Rv growth inhibition, 7H9 media; higher % means a stronger effect; inhibition, % at 25 µM; hits with a dose series show IC50 in µM; 0.59% of 330,000 active; in the data active = a potency from the dose series; inconclusive = inhibition above about 70% without an active follow-up result;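 also: bacterial growth assessed after seven days of incubation; strong numbers were not always called active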
H1N1 NS1A inhibition = H1N1 influenza NS1A inhibitors, functional cell based assay (AID 504329); NS1A functional cell-based assay, percent inhibition; higher % means a stronger effect; inhibition, % at 12.5 µM; hits with a dose series show IC50 in µM; 0.3% of 340,000 active; in the data active = a potency from the dose series; inconclusive = inhibition above about 27% without an active follow-up result; also: strong numbers were not always called active
M. tuberculosis = growth inhibition of non-replicating M. tuberculosis (AID 488890) | Mycobacterium tuberculosis non-replicating, growth inhibition; higher % means a stronger effect | one-dose inhibition, % at 25 µM; IC50 in µM for titrated hits | 0.39% of 320,000 active; in the data active = a potency from the dose series; inconclusive = inhibition mostly from about 82% at the one dose, without a potency; inactive = the rest, 99 in 100 with inhibition below about 76%;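 also: plate controls were DMSO cells for no effect and high antibiotic wells for full effect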
An asterisk follows results filed as active; i = inactive; ? = inconclusive; nt = not tested or not shown; & = joins results of further samples.

cpd	SMILES	Salmonella PhoP GFP	VEEV TC-83 Vero	H37Rv inhibition
1	COc1ccccc1NC(=O)CCN1CCN(Cc2ccccc2)CC1	-1%	0.3%	1%
2	COc1ccc(N(C(=O)c2cccnc2)S(=O)(=O)c2ccc(F)cc2)cc1	24%	i	4%
3	CCCN1C(=O)/C(=C/c2ccccc2OCc2ccc(C(=O)O)cc2)NC1=S	-11%	6.9%	-3%
4	C/C(=N\Nc1cc(Cl)nc(C)n1)c1ccc(C)cc1	-5%	2.1%	67%
5	Cc1ccc(C(=O)CC(=O)COc2ccc(Cl)cc2)cc1	-7%	10%	?
6	O=c1sc2ccccc2c(N2CCCCC2)c1[N+](=O)[O-]	-7%	0.1%	5%
7	O=[N+]([O-])c1ccc(-c2cn(-c3ccc(Cl)cc3)c(=S)[nH]2)cc1	-4%	i	4%
8	CN(C)S(=O)(=O)c1cccc(COC(=O)Cc2c(F)cccc2Cl)c1	-10%	6.1%	3%

cpd	H1N1 NS1A inhibition	M. tuberculosis
1	2%	2%
2	-3%	10%
3	-6%	-2%
4	6%	60%
5	-20%	?
6	-6%	-3%
7	5%	15%
8	-12%	5%

(listing goes on)
cpd	SMILES	Salmonella PhoP GFP	VEEV TC-83 Vero	H37Rv inhibition
9	N#Cc1nc(-c2cccc3ccccc23)oc1N1CCCCC1	-10%	1.8%	-7%
10	COc1ccc(CNC(=O)COc2ccc(S(=O)(=O)N3CCOCC3)cc2)cc1	5%	4.5%	-13%
11	N#Cc1ccsc1NC(=O)c1ccccn1	-2%	1.3%	67%
12	Cc1ccc(NC(=O)CSc2nnc(Cn3c(=O)sc4ccccc43)n2C)cc1Cl	-9%	0.3%	-3%
13	COc1ccc2c(c1)C(C)=CC(C)(C)N2C(=O)CSc1nnc(-c2ccc(C)cc2)o1	-19%	1.1%	8%
14	N#Cc1ccc(CSc2nnc(-c3cccnc3)n2-c2ccccc2)cc1	-14%	0.3%	0%
15	NS(=O)(=O)c1ccc(CCNS(=O)(=O)c2cccc3nsnc23)cc1	8%	2.4%	6%
16	CCCCc1cc(=O)oc2cc(OC(C)C(=O)NCCN3CCOCC3)c(Cl)cc12 (configuration not stated)	-18%	i	7%

cpd	H1N1 NS1A inhibition	M. tuberculosis
9	-37%	-7%
10	-6%	-17%
11	-5%	?
12	1%	1%
13	5%	21%
14	-9%	10%
15	-1%	-6%
16	-7%	13%

The listing continues.
cpd	SMILES	Salmonella PhoP GFP	VEEV TC-83 Vero	H37Rv inhibition
17	CC1C(=O)C(C)C(c2ccccc2)N(N=O)C1c1ccccc1 (configuration not stated)	nt	1.6%	nt
18	COc1ccc(OCC#CCn2ccnc2)cc1	-11%	i	15%
19	C=CCN1C(=O)/C(=C/c2cccs2)S/C1=N\S(=O)(=O)c1ccc(F)cc1	-8%	0.3%	0%
20	O=C(O)c1cccc(NC(=O)c2cc(-c3cccc(Cl)c3)nc3ccccc23)c1	10%	0.5%	21%
21	O=C1OC(Nc2nccs2)c2ccccc21 (configuration not stated)	-5%	0.5%	4%
22	CC(CCc1ccccc1)NC(=O)COC(=O)c1cc(NS(=O)(=O)c2ccc(Cl)c([N+](=O)[O-])c2)ccc1O (configuration not stated)	-9%	3.5%	-5%
23	CCN(CC)C(=O)CN(Cc1ccccc1)S(=O)(=O)c1ccc(F)cc1	-10%	3.5%	1%
24	NC(=O)c1c(NC(=O)c2ccco2)sc2c1CCC2	3%	0.6%	-1%

cpd	H1N1 NS1A inhibition	M. tuberculosis
17	-17%	nt
18	-16%	-4%
19	-6%	-14%
20	1%	13%
21	15%	4%
22	0%	21%
23	5%	7%
24	0%	0%

Further entries follow:
cpd	SMILES	Salmonella PhoP GFP	VEEV TC-83 Vero	H37Rv inhibition
25	O=C1S/C(=C\c2ccccc2)C(=O)N1CC(O)Cn1c2ccccc2c2ccccc21 (configuration not stated)	-17%	4.0%	2%
26	Cc1nn(Cc2c(Cl)cccc2Cl)c(C)c1NC(=O)c1cn(-c2ccccc2)nc1-c1ccccc1	7%	?	61%
27	CCOC(=O)CCCNC(=O)c1cncc(Br)c1	-3%	i	-4%
28	Cc1ccc(/C=C(/NC(=O)c2ccccc2)C(=O)NC(Cc2c[nH]c3ccccc23)C(=O)O)cc1 (configuration not stated)	6%	i	1%
29	COc1ccc(CCNc2nc(-c3ccncc3)cs2)cc1OC	-4%	1.8%	0%
30	COCCCNC(=O)CCn1nc(-c2ccc(Cl)cc2)ccc1=O	1%	0.7%	0%
31	COc1ccc(OC)c(NC(=O)C(=O)NCc2ccncc2)c1	-5%	0.4%	0%
32	CC1Cc2ccccc2N1C(=O)Cc1cccs1 (configuration not stated)	0%	0.2%	3%

cpd	H1N1 NS1A inhibition	M. tuberculosis
25	0%	-10%
26	7%	-3%
27	-1%	-13%
28	0%	-29%
29	-6%	nt
30	-2%	-15%
31	-49%	-16%
32	21%	16%

From no. 30 up to 32, as listed above:
cpd	SMILES	Salmonella PhoP GFP	VEEV TC-83 Vero	H37Rv inhibition
30	COCCCNC(=O)CCn1nc(-c2ccc(Cl)cc2)ccc1=O	1%	0.7%	0%
31	COc1ccc(OC)c(NC(=O)C(=O)NCc2ccncc2)c1	-5%	0.4%	0%
32	CC1Cc2ccccc2N1C(=O)Cc1cccs1 (configuration not stated)	0%	0.2%	3%

cpd	H1N1 NS1A inhibition	M. tuberculosis
30	-2%	-15%
31	-49%	-16%
32	21%	16%

The list continues.
cpd	SMILES	Salmonella PhoP GFP	VEEV TC-83 Vero	H37Rv inhibition
33	CCCNC(=O)CN1C(=O)NC(CCSC)C1=O (configuration not stated)	-8%	0.4%	-6%
34	CCN(CC)Cc1ccc(OC)c(Cl)c1	6%	i	0%
35	Cc1ccc(-n2c(SCC(=O)Nc3ccc4cn[nH]c4c3)nnc2-c2ccco2)cc1	1%&-5%	1.3%	-5%
36	Cc1ccccc1NC(=S)N(Cc1ccccc1)Cc1cccnc1	-9%	6.9%	0%
37	Cc1sc2ncnc(NCc3cccs3)c2c1C	3%	i	1%
38	COc1ccc2cc(C#N)c(SCC(=O)N3CCCC3)nc2c1	0%	3.4%	0%
39	C=CC[C@H](CC(=O)NCCO)C(=O)NCCOC(=O)[C@@H](CC=C)CC(=O)OC(C)(C)C	nt	i	1%
40	CCN1C(=O)[C@H]2[C@@H](c3ccc(-c4cc(C(C)=O)cs4)cc3)N3CCC[C@@]3(C(=O)OC)[C@H]2C1=O	-2%	2.4%	3%

cpd	H1N1 NS1A inhibition	M. tuberculosis
33	11%	1%
34	nt	-14%
35	14%	14%
36	4%	-9%
37	-4%	13%
38	6%	0%
39	8%	-2%
40	-9%	-2%

(continued)
cpd	SMILES	Salmonella PhoP GFP	VEEV TC-83 Vero	H37Rv inhibition
41	CCOc1ccccc1NC(=O)Nc1cnccn1	-6%	0.2%	5%
42	CCc1ccc(NC(=O)C(=O)NCCN2CCN(C(=O)c3ccco3)CC2)cc1	-17%	i	-2%
43	O=C(CNc1cccc(S(=O)(=O)N2CCCCCC2)c1)Nc1cccc([N+](=O)[O-])c1	nt	8.5%	-3%
44	CCN(Cc1ccccc1)S(=O)(=O)c1ccc2c(c1)NC(=O)CS2	3%	6.3%	2%
45	Cc1cccc(N2CCN(C(c3ccccc3)c3nnnn3CC3CCCO3)CC2)c1C (configuration not stated)	-4%	0.4%	6%
46	CCCCN(C(=O)C(C)Oc1ccc(Br)cc1)c1c(N)n(Cc2ccccc2)c(=O)[nH]c1=O (configuration not stated)	-14%	9.7%	5%
47	CCN(CC)CCNC(=S)NC(=O)c1cn(-c2ccccc2)nc1-c1ccc(OC)cc1	6%	i	6%
48	CCc1c(-c2n[nH]c(=S)n2Cc2ccccc2)csc1C	1%	2.5%	6%

cpd	H1N1 NS1A inhibition	M. tuberculosis
41	10%	17%
42	3%	-2%
43	-3%	37%
44	-18%	24%
45	-4%	34%
46	-6%	37%
47	8%	71%
48	-3%	-17%

Single values from above.
no. 46 in M. tuberculosis → 37%
no. 42 in H37Rv inhibition → -2%
no. 44 in M. tuberculosis → 24%
no. 41 in H37Rv inhibition → 5%
no. 47 in H37Rv inhibition → 6%
no. 45 in H37Rv inhibition → 6%

(more compounds)
cpd	SMILES	Salmonella PhoP GFP	VEEV TC-83 Vero	H37Rv inhibition
49	CCc1ccccc1NC(=S)N(Cc1cccs1)C1CCCC1	4%	i	8%
50	Cc1ccc(C)c(NC(=O)CSc2nc3ccc(N4C(=O)c5ccccc5C4=O)cc3s2)c1	-5%	8.6%	37%
51	CCOc1cc(N2CCOCC2)c(OCC)cc1NC(=O)CN1C(=O)NC(Cc2ccccc2)C1=O (configuration not stated)	-1%	6.2%	5%
52	CCO[C@H]1OC(C(=O)N2CCN(C)CC2)=C[C@@H](c2ccc(C(F)(F)F)cc2)[C@@H]1CCCO	-33%	0.3%	-2%
53	COc1ccc(CN2CCC(C(=O)NCCc3ccc(OC)c(OC)c3)CC2)c(OC)c1	1%	1.2%	3%
54	O=C1CCC(C2CCc3cc(O)ccc3C2)C1 (configuration not stated)	nt	1.5%	nt
55	COc1ccccc1-c1cc(C(=O)NC2CCCC2)no1	1%	2.7%	9%
56	CCOc1ccc2c(c1)C(=O)C(=O)N2CC1COc2ccccc2O1 (configuration not stated)	0%	4.3%	2%

cpd	H1N1 NS1A inhibition	M. tuberculosis
49	0%	-10%
50	1%	78%
51	0%	-1%
52	8%	-2%
53	0%	17%
54	-19%	nt
55	-9%	?
56	14%	8%

Additional structures follow:
cpd	SMILES	Salmonella PhoP GFP	VEEV TC-83 Vero	H37Rv inhibition
57	c1cncc(-c2cccnc2)c1	1%	5.4%	-8%
58	Cc1ccc(NC(=O)COC(=O)c2nn(-c3ccc(Cl)cc3)cc2O)cc1	nt	2.1%	11%
59	Cc1ccc(CNC(=O)C2CCC(=O)N(CCc3ccc(Cl)cc3)C2)cc1 (configuration not stated)	-3%	3.7%	-2%
60	COc1ccc(N(CC(=O)Nc2cccc(C(C)=O)c2)S(C)(=O)=O)cc1OC	-1%	1.5%	1%
61	O=c1[nH]c(Nc2ccccc2)cc2ccccc12	11%	3.9%	0%
62	CCC(=O)Nc1ccc(/C(C)=N/NC(=O)c2c(-c3ccccc3Cl)noc2C)cc1	-1%	4.8%	17%
63	CC(C)C(=O)Nc1cccc(C(=O)Nc2cc([N+](=O)[O-])ccc2Cl)c1	0%	1.0%	4%
64	Cc1nc2ccccc2c(=O)n1/N=C/c1ccccc1	6%	0.6%	7%

cpd	H1N1 NS1A inhibition	M. tuberculosis
57	-6%	-20%
58	-19%	60%
59	-7%	40%
60	20%	-11%
61	-1%	0%
62	-5%	-6%
63	-2%	-7%
64	-11%	7%

(next part)
cpd	SMILES	Salmonella PhoP GFP	VEEV TC-83 Vero	H37Rv inhibition
65	N/C(=N\OC(=O)COc1ccc(Br)cc1)c1ccncc1	-5%	i	-2%
66	COC(=O)c1cccc(NC(=O)c2cnccn2)c1	-6%	0.8%	0%
67	O=C(COc1ccc(Cl)cc1Cl)Nc1ccc(Cl)cn1	0%	0.1%	?
68	CCOC(=O)c1nc(Nc2ccc(C(=O)O)cc2)c2ccccc2n1	7%	0.4%	5%
69	Cc1nn(C)c(C)c1NC(=O)c1ccc(S(=O)(=O)N(C)C)cc1	24%	1.3%	-15%
70	C#CC1(O)CCC2C3CCc4cc(O)cc(C)c4C3CCC21C (configuration not stated)	nt	8.9%	nt
71	N=C1C(c2ccccc2)=C(O)CN1c1cccc(S(=O)(=O)Nc2cccc(C(F)(F)F)c2)c1	-4%	3.0%	?
72	O=C(Nc1ccc(F)cc1)NC1(C(=O)NCc2cccs2)CCCCC1	1%	i	-8%

cpd	H1N1 NS1A inhibition	M. tuberculosis
65	-4%	0%
66	-6%	-4%
67	-3%	61%
68	0%	-7%
69	5%	-1%
70	9%	nt
71	-1%	2%
72	-4%	-10%

3 records drawn at random from the list so far, as already listed:
cpd	SMILES	Salmonella PhoP GFP	VEEV TC-83 Vero	H37Rv inhibition
69	Cc1nn(C)c(C)c1NC(=O)c1ccc(S(=O)(=O)N(C)C)cc1	24%	1.3%	-15%
66	COC(=O)c1cccc(NC(=O)c2cnccn2)c1	-6%	0.8%	0%
68	CCOC(=O)c1nc(Nc2ccc(C(=O)O)cc2)c2ccccc2n1	7%	0.4%	5%

cpd	H1N1 NS1A inhibition	M. tuberculosis
69	5%	-1%
66	-6%	-4%
68	0%	-7%

Bioassay records from PubChem BioAssay.
